# Screening data as filed in PubChem BioAssay.
# Yeast lifespan up = compounds extending yeast replicative lifespan, primary screen, S. cerevisiae, OD615; S. cerevisiae growth with nicotinamide; deaD strain in restrictive glucose medium; inhibition of the nicotinamide effect, % at 10 µM; 130,000 compounds, 0.68% hits;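 active = inhibition above a set limit, placed 3 SD over the median of all compounds, cut at about 26% in these data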;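 also: 0% = nicotinamide-treated wells and 100% = cells grown without nicotinamide; some compounds called inactive have numbers as strong as hits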
#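 assay system = DeaD-strain S. cerevisiae | buffer or medium = restrictive glucose medium | reagent = 1.5 mM nicotinamide | compound = 10 µM single point, 0.25% DMSO | incubation = 48 h compound exposure at 30 °C, humidified | signal = OD615 measurement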
# Phagocyt inh = inhibitors of macrophage phagocytosis, primary screen, imaging, J774A.1 cells, IgG beads. J774A.1 macrophage IgG-bead phagocytosis. inhibition, % at 5 µM. 110,000 compounds, 0.07% hits;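 active = inhibition above the mean of the plate negative controls plus 5 SD, cut at about 13% in these data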;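 also: phagocytic index as fraction of beads internalized from green versus red external bead signal; plate controls were DMSO negative control for no effect and cytochalasin-D positive control for full effect; some results beyond the cut were filed as inactive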
# E-sel TNF inh = E-selectin induction blockers in HUVEC – imaging, immunofluorescence, high content, primary screen. HUVEC TNFa-induced E-selectin immunofluorescence. inhibition, % at 2 µM. 120,000 compounds, 0.71% hits. AID 1246, 2008;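 active = inhibition above the batch mean plus 3 SD, and confirmed as a hit on visual image review, cut at about 43% in these data; inconclusive = passes the inhibition cutoff but fails visual image review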;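 also: 0% = TNF-stimulated DMSO wells and 100% = unstimulated control wells; not every result past the cut was called active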
# GALR2 antag = GALR2 antagonists in receptor-expressing cells, primary screen; Galanin receptor type 2 (Homo sapiens), O43603; antagonist mode; inhibition, % at 4 µM; 140,000 compounds, 0.39% hits; AID 828, 2007; in the data active = inhibition above about 27%;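 also: cells stimulated with galanin 1-16 at roughly its EC80; 0% = agonist challenge control and 100% = basal control without agonist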
# Target sequence (O43603 whole entry, looked up): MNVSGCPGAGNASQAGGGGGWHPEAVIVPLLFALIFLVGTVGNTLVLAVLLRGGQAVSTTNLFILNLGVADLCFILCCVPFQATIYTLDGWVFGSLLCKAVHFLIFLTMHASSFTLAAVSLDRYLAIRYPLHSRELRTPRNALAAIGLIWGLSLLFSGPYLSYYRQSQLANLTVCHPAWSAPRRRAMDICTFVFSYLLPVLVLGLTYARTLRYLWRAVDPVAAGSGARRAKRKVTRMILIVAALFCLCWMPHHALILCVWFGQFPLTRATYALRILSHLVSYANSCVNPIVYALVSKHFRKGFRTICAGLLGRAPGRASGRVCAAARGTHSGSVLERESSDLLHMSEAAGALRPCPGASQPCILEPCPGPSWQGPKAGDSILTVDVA
# MRP-1 activ = H69AR viability gain despite doxorubicin, primary screen, MRP-1 activator project, H69AR cells, CellTiter-Glo. viability increase, % at 10 µM. AID 799, 2007. viability rescue. 140,000 compounds, 0.61% hits;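 active = viability gain under doxorubicin at or above a set limit, the compound median plus 3 SD, cut at about 4.7% in these data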;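 also: MRP-1 overexpressing cells given doxorubicin 25 µM after compound pretreatment; 18-22 h compound pretreatment then 72 h with doxorubicin before readout; 0% = doxorubicin-only wells and 100% = vehicle-treated cells without doxorubicin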
# Yeast growth inh = growth inhibitors of yeast BB579 in restrictive medium, primary screen, yeast lifespan-shortening project, S. cerevisiae | inhibition, % at 10 µM | 140,000 compounds, 0.51% hits | OD615, 48 h;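 active = inhibition above a set limit, 3 SD over the mean compound inhibition, cut at about 44% in these data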; also: inactives centre near -24
#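 Material: Saccharomyces cerevisiae DeaD strain BB579, replicative lifespan model yeast; buffer or medium: CSMM-D restrictive synthetic medium containing dextrose (glucose); compound: 10 µM single dose, DMSO 0.25%; timing: 48 h compound exposure at 30 °C after 4 h preincubation; signal: turbidity as optical density at 615 nm; benchmarks: positive control amphotericin B 10 µg/mL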
# bCat KO growth = primary screen for growth suppressors in beta-catenin knockout HCT116 cells (colon tumor, human); viability, % at 10 µM; 140,000 compounds, 1.5% hits; HCT116 beta-catenin knockout viability, CellTiter-Glo, 60 h; active compounds read low;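 active = viability at or under a set limit, the compound median less 4 SD, cut at about 6% in these data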;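 also: 0% = Hyamine 1622 control at 20 µM and 100% = untreated cell control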
# Measles CPE = compounds protecting cells from measles virus cytopathic effect, primary screen, measles RdRp inhibitor project, single point, MLSMR library, absorbance | protection (pct of control), % at 4 µM | Measles virus-infected cells, CPE protection | 140,000 compounds, 1.5% hits; in the data active = protection mostly above about 24%, no sharp cut-off; inactive = mostly below about 26%; also: some compounds called inactive have numbers as strong as hits
# NPY-Y2 antag = NPY-Y2 receptor antagonists, primary screen, cell-based | Neuropeptide Y receptor type 2 (Homo sapiens), P49146 | NPY-Y2 expressing cells, antagonist mode | inhibition, % at 2.7 µM | 140,000 compounds, 0.99% hits | AID 793, 2007; in the data active = inhibition above about 17%;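 also: 0% = vehicle with agonist challenge and 100% = reference antagonist with challenge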
# Target sequence (P49146 whole entry, looked up): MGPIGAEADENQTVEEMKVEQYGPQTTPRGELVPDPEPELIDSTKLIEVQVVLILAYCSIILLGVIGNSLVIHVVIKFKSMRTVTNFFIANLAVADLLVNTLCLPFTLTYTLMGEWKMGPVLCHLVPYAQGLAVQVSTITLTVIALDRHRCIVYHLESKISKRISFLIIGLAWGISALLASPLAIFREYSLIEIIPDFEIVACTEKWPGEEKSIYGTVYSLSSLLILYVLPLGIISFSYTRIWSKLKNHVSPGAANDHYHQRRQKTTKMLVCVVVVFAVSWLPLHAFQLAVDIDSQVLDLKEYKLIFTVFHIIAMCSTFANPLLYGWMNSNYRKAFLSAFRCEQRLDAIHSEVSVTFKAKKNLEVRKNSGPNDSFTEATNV
# HCT116 PTEN-null = growth suppression of PTEN-null HCT116, primary screen, cell-based, CellTiter-Glo | HCT116 PTEN-null viability, 60 h; active compounds read low | viability, % at 10 µM | 140,000 compounds, 1.2% hits | AID 827, 2007;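 active = viability at or below a set limit, 4 SD under the median of all tested compounds, cut at about 3.7% in these data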;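 also: PTEN knockout HCT116 line with beta catenin targeted HCT116 as companion control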
# * hit, by the source's call; u = inconclusive; x = no result given. Random draw from the library, and some 6.4% of all compounds hit somewhere here.
SMILES,Yeast lifespan up,Phagocyt inh,E-sel TNF inh,GALR2 antag,MRP-1 activ,Yeast growth inh,bCat KO growth,Measles CPE,NPY-Y2 antag,HCT116 PTEN-null
Cc1nn(CC(O)COc2ccc3c(c2)CCC3)c(C)c1Br (stereo unspecified),-22.9,x,-4.3,-6.3,-0.8,-28.7,97.6,23.1,2.7,87.3
COC(=O)c1ccc(Cl)cc1NC(=O)/C=C/c1ccc(C)o1,2.9,2.6,x,9.6,-2.6,-32.0,91.9,5.4,5.0,98.1
O=C1CC(N(Cc2cccs2)C(=O)Nc2ccccc2)C(=O)N1c1ccc(Cl)cc1 (stereo unspecified),-2.9,-4.2,69.8*,-3.1,2.5,-7.8,85.4,16.4,-1.8,70.8
Cn1nc(-c2ccccc2)c(C(O)c2ccccc2C(F)(F)F)c1Cl (stereo unspecified),-4.8,1.3,1.4,5.4,-1.9,9.2,72.8,15.3,2.6,60.9
CCOc1ccc2nc(SCC(=O)c3ccc(Cl)s3)sc2c1,0.6,x,12.0,-10.8,1.8,-19.1,92.9,18.9,5.3,99.0
CC/C(=N/O)c1cnnc(SC)n1,-4.8,-1.0,x,13.8,-2.4,-15.7,101.4,2.9,3.1,93.8
O=C(N/N=C/c1cc2ccccc2nc1Cl)/C(=C/c1cccs1)NC(=O)c1ccccc1,2.7,0.3,-5.7,-6.9,-4.8,-45.9,30.2,8.8,8.4,36.9
N=c1oc2cc(O)ccc2cc1C(=O)Nc1nc2ccccc2s1,-7.0,x,16.8,-36.8,4.1,-26.3,82.5,5.3,1.4,87.7
Cc1nn(C)c(C)c1S(=O)(=O)N1CCC(C(=O)Nc2ccc3c(c2)OCCO3)CC1,-11.6,0.3,8.4,5.0,-1.0,5.6,98.6,3.5,2.4,98.0
CN(C)[C@@H]1CCC[C@H]1OC(=O)C(c1ccccc1)c1ccccc1,1.3,-9.4,27.4,-8.7,-1.1,-1.2,90.4,7.2,5.4,103.8
CCCCCCOC(=O)CCn1[nH]c(=O)c2ccccc2c1=O,8.1,0.5,x,6.0,-2.6,-48.6,93.4,6.7,3.2,98.0
CCc1c(C#N)c(SCCC(=O)Nc2ccc(F)cc2)nc2c1C(=O)CC(C)(C)C2,-6.1,-0.4,5.5,-2.3,-4.8,21.5,10.1,2.1,3.4,8.6
Cc1cccc2c(SCC(=O)NCC3CCCO3)nc(-c3ccc(F)cc3)nc12 (stereo unspecified),0.8,x,-9.6,-7.4,-2.2,-40.9,88.6,17.4,0.1,74.8
COc1ccc2[nH]c(=O)c(CN(CCN3CCCC3)C(=O)Nc3ccccc3Cl)cc2c1,-15.2,-0.4,x,x,-3.5,-28.7,79.7,9.3,x,82.6
O=C(N/N=C/c1sc2ccccc2c1O)c1cccc2ccccc12,-3.9,x,38.2,-0.8,-4.5,91.5*,4.1*,3.4,1.9,4.3
CC(=O)Nc1ccc(S(=O)(=O)Nc2nc(C)cc(-n3nc(C)cc3C)n2)cc1,-3.2,-1.8,-4.8,-3.7,-3.1,-28.8,91.4,3.8,5.2,86.7
CNC(=S)NCc1ccc(OC)cc1,6.3,-7.3,x,-8.7,-1.4,9.4,88.4,13.6,-0.9,96.2
Cc1ccc(CNC(=O)/C=C/c2ccc(Br)o2)cc1,-4.5,-8.3,-10.4,6.9,1.2,-52.4,100.0,8.7,5.6,98.9
c1cnc(Oc2ccc(-c3nnco3)cc2)cn1,-9.2,-0.1,x,-9.1,-0.7,-51.0,99.0,17.6,-4.1,98.4
CCOc1cc(S(=O)(=O)N2CCN(Cc3ccccc3)CC2)ccc1Br,-15.7,-0.4,2.8,-13.2,-4.8,-9.0,84.9,5.3,7.1,81.0
O=[N+]([O-])c1cc(S(=O)(=O)N2CCCCC2)ccc1NCc1cccc(Cl)c1,3.3,x,2.4,-5.8,-0.1,8.6,81.8,11.2,0.5,75.3
O=C(Nc1ccccc1)/C(=C/c1ccccc1)c1ccccc1,-17.2,x,-25.9,-2.2,-2.8,-29.4,76.8,18.8,9.4,78.9
CN1CCN(S(=O)(=O)c2cccc(S(=O)(=O)c3ccc(Cl)c(Cl)c3)c2)CC1,-25.1,x,-28.8,-13.2,-2.2,-8.8,85.7,6.8,1.3,82.4
Cc1ccc(N2CC(C(N)=O)CC2=O)cc1 (stereo unspecified),6.2,-2.5,x,4.8,0.6,-45.8,99.5,3.0,0.3,98.0
COc1ccccc1C1(CC(=O)N2CCCCC2)CCOC(C(C)C)C1 (stereo unspecified),-10.8,0.1,20.4,4.9,-0.6,-11.2,70.9,4.5,-0.2,76.0

# Next section.
SMILES,Yeast lifespan up,Phagocyt inh,E-sel TNF inh,GALR2 antag,MRP-1 activ,Yeast growth inh,bCat KO growth,Measles CPE,NPY-Y2 antag,HCT116 PTEN-null
COc1ccc(C(CC(=O)O)NS(=O)(=O)c2ccc(C)cc2)cc1OC (stereo unspecified),-11.0,-0.1,0.9,-1.8,0.4,-20.5,103.8,1.6,0.4,101.2
O=C(O)CCCNC(=O)c1cncc(O)c1,-1.2,2.1,x,8.9,-3.2,-43.9,99.9,6.5,1.4,92.3
CCOC(=O)Cc1csc(NC(=O)CSc2nc3cccnc3n2CC)n1,-5.6,1.4,8.7,5.3,-0.8,-15.5,102.2,3.0,0.9,100.5
COC(=O)c1ccc(OCC(=O)Nc2nn(-c3ccccc3)nc2C(N)=O)cc1,-15.7,-0.3,-10.3,19.8,-4.8,-16.6,47.5,6.5,2.0,31.6
Cc1ccccc1C(=O)N(C)Cc1ccccc1,-6.2,-3.6,-6.1,7.1,-2.5,-13.3,76.5,6.3,3.1,74.1
S=C(c1ccc(N2CCOCC2)cc1)N1CCOCC1,-13.8,0.4,4.5,-6.7,-0.5,-3.2,98.2,8.7,-0.2,96.4
O=S(=O)(Nc1ccccn1)c1ccc(Oc2ccccc2)cc1,-8.3,3.0,-32.8,3.0,-1.6,-31.4,91.8,9.6,4.3,77.2
COc1cc(C(=O)N/N=C(\C)Cc2ccccc2)cc(OC)c1OC,-1.3,-4.9,3.0,4.6,-2.8,-3.7,27.1,4.9,4.0,30.6
CCOC(=O)C(NC(C)=O)(Nc1ccc(S(=O)(=O)Nc2onc(C)c2C)cc1)C(F)(F)F (stereo unspecified),-11.4,3.4,30.3,1.8,-0.3,-24.2,96.7,24.1,1.5,95.4
Cc1cnn(-c2cc(N/N=C/c3ccccc3F)ncn2)c1,-15.0,x,-12.6,-16.6,-2.4,-19.2,21.4,-0.5,-1.3,2.6*
COCCSc1ccccc1C(=O)Nc1nccs1,-7.2,-2.1,-7.1,-15.7,-3.2,-41.0,74.8,45.5,1.8,86.7
O=[N+]([O-])c1ccc(N2CCN(S(=O)(=O)c3ccccc3[N+](=O)[O-])CC2)cc1NCc1cccnc1,1.2,x,2.2,-4.2,-2.4,-35.3,80.2,24.7,-0.6,90.3
CCOc1cc(NC(=S)NCC(C)C)c(OCC)cc1NC(=O)c1cccs1,-2.6,-1.3,x,-3.8,-2.7,-14.4,97.3,5.2,2.4,87.7
Cc1ccc2nc(-c3ccc(NS(C)(=O)=O)cc3)cc(-c3ccccc3)c2c1,-29.7,x,-8.7,-6.4,-4.0,90.4*,85.6,41.9*,-0.6,81.3
CC(=O)Oc1cccc2c1C(=O)c1c(OC(C)=O)cc(C(=O)O)cc1C2=O,3.0,x,x,10.7,-2.1,-1.6,93.0,19.4,3.0,88.2
CCOC(=O)Cc1sc(N)nc1C,-3.5,-3.2,-6.9,-2.6,-2.6,-9.1,83.9,4.2,-1.3,96.8
CC(C)[C@H](NC(=O)CCn1nnc2ccccc2c1=O)C(=O)O,-4.4,0.0,u,2.7,-1.3,-22.9,98.1,12.9,2.6,100.1
COCC(C)n1c(C)cc(C(=O)COC(=O)c2oc3ccccc3c2C)c1C (stereo unspecified),-3.9,-0.5,-18.4,-0.1,2.5,10.1,48.4,7.9,6.0,57.2
CN1CCc2cc3c(c4c2[C@H]1[C@H](O)c1ccccc1-4)OCO3,-5.1,x,x,-1.8,-2.9,62.1*,30.2,0.7,1.9,50.2
COc1ccc(-c2noc(CN(C(=O)C(C)(C)C)C(C)C)n2)cc1,6.6,-0.8,9.4,-1.9,0.1,-16.6,91.6,11.9,3.4,98.4
N#C/C(=C\Nc1ccccc1SC(F)(F)F)c1nc(-c2ccc(F)cc2)cs1,5.4,5.4,x,-16.6,-2.6,-17.1,78.7,32.1,0.8,87.3
Cc1ccsc1C1C=C(c2cccc(Br)c2)Nc2ncnn21 (stereo unspecified),-26.3,0.2,x,12.9,-3.9,-38.9,58.6,18.4,5.4,54.6
COc1ccc(C)cc1NC(=O)NC1CCN(Cc2ccccc2)CC1,-16.6,-0.7,-19.1,-15.4,-4.7,-39.4,85.5,3.3,2.3,70.7
CCC(CC)C(=O)c1c[nH]c(C(=O)NCCCn2ccnc2)c1,-5.7,x,31.9,6.1,-0.3,-1.4,93.0,5.7,-0.1,91.9
O=C(CN1CC(c2ccccc2)CC1=O)N/N=C/c1cc(Br)ccc1O (stereo unspecified),1.4,-0.2,x,-0.4,0.9,-35.3,8.0,5.2,0.8,7.6
CC1=CC(C)(C)N(C(=O)CSc2nnc(-c3ccccc3)o2)c2ccc(C)cc21,9.3,-1.1,x,0.5,-5.8,-22.5,79.8,7.8,6.8,69.7
Cc1cc(C)c(C#N)c(Oc2ccc(O)cc2)n1,-7.5,-0.4,-11.3,0.6,-0.8,-26.0,101.7,16.5,-0.5,102.4
CCc1nc(SCC(=O)c2cccc([N+](=O)[O-])c2)n[nH]1,7.6,0.6,x,8.4,0.2,-51.2,98.7,5.7,2.4,96.9
CCOC(=O)CNC(=S)N(Cc1cccs1)C1CCCC1,2.0,x,-9.5,0.3,-1.8,-19.3,95.3,4.8,1.1,90.3
COc1cc2nc(C3CCC3)n(NC(=O)C3CCC3)c(=O)c2cc1OC,-8.1,1.6,-30.3,-3.4,-1.2,-9.5,101.8,10.8,0.0,101.8

# Entries listed so far that contain a furan ring, fused or not, in the order listed:
SMILES,Yeast lifespan up,Phagocyt inh,E-sel TNF inh,GALR2 antag,MRP-1 activ,Yeast growth inh,bCat KO growth,Measles CPE,NPY-Y2 antag,HCT116 PTEN-null
COC(=O)c1ccc(Cl)cc1NC(=O)/C=C/c1ccc(C)o1,2.9,2.6,x,9.6,-2.6,-32.0,91.9,5.4,5.0,98.1
Cc1ccc(CNC(=O)/C=C/c2ccc(Br)o2)cc1,-4.5,-8.3,-10.4,6.9,1.2,-52.4,100.0,8.7,5.6,98.9
COCC(C)n1c(C)cc(C(=O)COC(=O)c2oc3ccccc3c2C)c1C (stereo unspecified),-3.9,-0.5,-18.4,-0.1,2.5,10.1,48.4,7.9,6.0,57.2
